Bim-Bcl-B: disrupts Bim peptide binding to human Bcl-B | Q9HD36 | bead-based flow cytometry | inhibition, % at 10 µM | 0.073% of 190,000 active | AID 951;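 also: 0% = tracer peptide without compound and 100% = reference inhibitor peptide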
Bim-Bcl-W: inhibitors of Bim-Bcl-W interaction, human. bead-based flow cytometry, Bim peptide-Bcl-W binding. inhibition, % at 10 µM. 0.02% of 190,000 active;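 also: 0% = bound tracer without compound and 100% = peptide blocker; higher means less fluorescent Bim peptide bound to Bcl-W beads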
Target sequence (Q92843 whole entry, looked up): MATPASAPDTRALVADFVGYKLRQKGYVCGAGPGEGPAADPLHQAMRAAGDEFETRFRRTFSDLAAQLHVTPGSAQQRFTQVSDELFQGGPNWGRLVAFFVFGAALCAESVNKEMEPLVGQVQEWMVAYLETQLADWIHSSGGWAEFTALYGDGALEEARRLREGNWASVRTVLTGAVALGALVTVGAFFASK
Bim-Bcl-2: disrupts Bim peptide binding to human Bcl-2 | P10415 | Bead-based flow cytometry, Bim peptide-Bcl-2 binding | inhibition, % at 10 µM | 0.06% of 190,000 active; in the data active = inhibition above about 40%;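 also: 0% = no compound wells with probe peptide and 100% = reference peptide inhibitor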
Target sequence (P10415 whole entry, looked up): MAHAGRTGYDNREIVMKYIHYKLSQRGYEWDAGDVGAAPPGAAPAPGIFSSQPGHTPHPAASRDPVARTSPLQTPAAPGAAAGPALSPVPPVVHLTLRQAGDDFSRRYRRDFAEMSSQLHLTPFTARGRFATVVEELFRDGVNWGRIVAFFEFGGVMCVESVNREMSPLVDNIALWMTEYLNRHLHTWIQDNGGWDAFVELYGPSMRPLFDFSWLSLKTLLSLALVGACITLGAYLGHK
Rac1 wt GTP bind: modulators of human Rac1 wildtype GTP binding; P63000; GTP binding activity (% of control), % at 10 µM; GST-Rac1 beads, fluorescent GTP binding, flow cytometry; actives lie on both sides; 0 = cold GTP competed, 100 = untreated; 0.27% of 190,000 active;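 active = GTP binding activity at least 20 points away from the 100% control level, either lower or higher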
Bim-Bfl-1: disrupts Bim binding to human Bfl-1; Bead-based flow cytometry, Bim-Bfl-1 binding inhibition; inhibition, % at 10 µM; 0.12% of 190,000 active; Q16548;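 also: 0% = wells without compound plus tracer and 100% = blocker peptide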
Rab7 wt GTP bind: dog Rab7 wildtype GTP binding, inhibitors and activators; GST-Rab7 beads, fluorescent GTP binding, flow cytometry; actives lie on both sides; untreated = 100%, excess cold GTP = 0%; GTP binding activity (percent of control), % at 10 µM; 0.055% of 190,000 active;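 active = fluorescent GTP binding to Rab7 beads changed by at least 20 points from the 100% baseline, either direction, mostly lower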;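 also: median green fluorescence of bound Bodipy-FL-GTP per Rab7 bead population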
HRas wt GTP bind: human HRas wildtype GTP binding, change in either direction; GST-Ras wt beads, Bodipy-FL-GTP binding, flow cytometry; actives lie on both sides; GTP binding activity, % at 10 µM; 0.14% of 190,000 active;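 active = GTP binding activity at least 20% away from the 100% baseline, either lowered as inhibitor or raised as activator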;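 also: 0% = unlabeled GTP competition control and 100% = no-compound control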
Target sequence (P01112 whole entry, looked up): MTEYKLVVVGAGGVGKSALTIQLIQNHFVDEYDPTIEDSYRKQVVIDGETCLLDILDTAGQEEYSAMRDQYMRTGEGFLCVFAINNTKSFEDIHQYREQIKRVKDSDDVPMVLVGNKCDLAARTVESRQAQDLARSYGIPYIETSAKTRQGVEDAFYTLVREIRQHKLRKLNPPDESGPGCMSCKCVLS
Rac1 mut GTP: human Rac1 activated mutant GTP binding change; GST-Rac1 activated beads, fluorescent GTP binding, flow cytometry; actives lie on both sides; 100% means binding = to untreated wells; percent activity (GTP binding), % at 10 µM; AID 764; 0.11% of 190,000 active;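 active = GTP binding at least 20 percentage points away from the 100% baseline, in either direction, so actives lie on both sides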
Rab2A wt mod: changes GTP binding to wildtype dog Rab2A, up or down. P61105. GST-Rab2 wt beads, Bodipy-GTP binding, flow cytometry. GTP binding activity, % at 10 µM. 0.19% of 190,000 active. AID 760;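 active = GTP binding activity at least 20 points away from 100%, either lowered or raised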;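 also: 0% = beads with excess unlabeled GTP and 100% = no-compound control corrected for plate trend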
Cdc42 wt: human Cdc42 wildtype GTP binding change, either direction; P60953; percent activity (GTP binding), % at 10 µM; 0.2% of 190,000 active; GST-Cdc42 beads, Bodipy-GTP binding, flow cytometry; actives lie on both sides;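 active = percent activity GTP binding at least 20 points away from the 100% baseline, either down as inhibitor or up as activator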;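 also: median bead fluorescence of bound Bodipy-FL-GTP at 100 nM; 0% = excess unlabeled GTP control and 100% = no compound control; below 100% means less GTP binding so inhibitor and above means activator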
Target sequence (P60953 whole entry, looked up): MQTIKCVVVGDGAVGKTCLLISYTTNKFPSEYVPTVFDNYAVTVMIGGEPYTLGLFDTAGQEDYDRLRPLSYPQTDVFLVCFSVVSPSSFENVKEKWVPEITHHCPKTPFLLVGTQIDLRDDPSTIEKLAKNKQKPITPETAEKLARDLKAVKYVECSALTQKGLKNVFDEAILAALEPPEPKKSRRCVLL
Bcl-XL Bim block: inhibitors of Bim-Bcl-XL interaction, human; Bim peptide-Bcl-XL binding, bead flow cytometry, fluorescence; Q07817; AID 1007; 0.04% of 190,000 active; inhibition, % at 10 µM
Starred values were filed as active, the others as inactive. Rule as the data show it, unless noted: active = inhibition above about 40%. Rows were taken by chance; about 0.62% have a hit in one of these screens.

Bim-Bcl-B	Bim-Bcl-W	Bim-Bcl-2	Rac1 wt GTP bind	Bim-Bfl-1	Rab7 wt GTP bind	canonical_smiles	HRas wt GTP bind	Rac1 mut GTP	Rab2A wt mod	Cdc42 wt	Bcl-XL Bim block
-1	3	-1	99	-1	97	COc1ccc(OCC(=O)N/N=C(\CCC(=O)O)c2cccs2)cc1	97	97	94	98	-1
-3	0	-2	104	7	98	CCc1nc2c(sc3nc4c(cc32)COC(C)(C)C4)c(=O)n1Cc1ccco1	102	102	99	99	0
-2	-4	-1	103	2	99	O=C(Cc1ccccc1)N1CCN=C1SCc1ccc([N+](=O)[O-])cc1	98	97	99	100	-4
-7	-1	-8	104	-8	99	CCN(CC)CCCN1CC(O)=C(c2nc3ccccc3s2)C1=N	102	98	100	102	-4
-23	1	-1	98	1	94	CCCCNC(=O)CCCCn1c(=S)[nH]c2c([nH]c3ccc(OC)cc32)c1=O	94	97	94	97	0
2	3	4	99	0	95	CC(=O)N1CCN(S(=O)(=O)c2cccc(C(=O)Nc3nc4ccccc4[nH]3)c2)CC1	97	96	98	97	3
4	1	0	99	0	98	O=c1oc(-c2ccccc2Cl)nc2ccsc12	98	98	98	98	6
1	-2	1	102	0	95	CCOC(=O)CN1C(=O)C2Cc3ccccc3CN2C1=S (stereo not given)	102	100	102	101	3
0	1	0	97	1	97	CCOC(=O)CC(C#N)c1cn(C)c2ccccc12 (stereo not given)	96	96	97	97	0
2	-1	6	101	0	100	CCOC(=O)N1CCN(c2c(NCCN3CCN(Cc4ccccc4)CC3)c(=O)c2=O)CC1	101	100	98	102	-2
-10	1	-2	102	-4	98	Cn1ncc2cc(NC(=S)NC(=O)c3ccccc3)ccc21	98	100	97	97	-2
-4	-2	-5	97	-6	102	CC(C)Oc1ccc(N2CC(C(=O)Nc3ccccn3)CC2=O)cc1 (stereo not given)	98	97	96	97	-4
-2	-4	-4	101	-2	94	Clc1ccc(-c2nnc3sc(-c4ccc(Br)o4)nn23)c(Cl)c1	99	99	98	101	-2
-4	0	-4	99	-3	105	O=C(CN(C(=O)c1csnn1)c1cccc2c1CCCC2)NC1CCCC1	98	95	100	97	-4
-5	-7	-1	104	-5	98	CCN(c1ccccc1)S(=O)(=O)c1ccc(C(=O)OC(C)C(=O)NCCC2=CCCCC2)cc1 (stereo not given)	100	100	100	100	-8
-3	-3	-2	91	-8	92	CC1CC(C)CN(C(=O)c2cc3cc(Br)cc(Br)c3o2)C1 (stereo not given)	95	94	95	96	0
2	-2	3	97	5	103	COc1ccc(C(=O)CCN2CCc3cc(OC)c(OC)cc3C2)cc1	96	96	100	96	-1
0	1	0	97	2	97	Oc1ccc2ccccc2c1/C=N/c1nc2c(s1)CCCC2	102	99	102	99	0
-17	8	7	98	-5	100	COc1ccc(N(CC(=O)N/N=C/c2ccc(-c3ccc([N+](=O)[O-])cc3)o2)S(=O)(=O)c2ccc(C)cc2)cc1	100	98	99	100	-4
2	4	2	99	3	103	COC(=O)c1ccc(C2C(C(=O)OCC(C)C)=C(C)N=C3SCCC(=O)N32)cc1 (stereo not given)	101	102	101	102	1
-5	2	-8	104	-6	100	N#Cc1c(NCCN)nc(-c2ccccc2)c2c1CCCC2	101	100	102	102	-5
-1	0	0	97	-3	95	CC(=O)N(C)c1ccc(NC(=O)Nc2ccccc2C)cc1	96	95	98	98	-2
-7	-2	0	101	-12	97	COc1ccc(OC(=O)c2ccncc2)cc1	102	99	98	100	1
0	-2	0	105	-1	101	O=C(Nc1cc([N+](=O)[O-])ccc1Cl)C1CC1	101	99	101	102	-3
-7	-2	-10	96	-11	94	O=C(c1ccco1)N1CCN(C2CC(=O)N(c3ccccc3)C2=O)CC1 (stereo not given)	97	92	94	97	-3

Just Cdc42 wt and HRas wt GTP bind, for some of the entries so far:
mol	Cdc42 wt	HRas wt GTP bind
CCOC(=O)CN1C(=O)C2Cc3ccccc3CN2C1=S (stereo not given)	101	102
O=C(Cc1ccccc1)N1CCN=C1SCc1ccc([N+](=O)[O-])cc1	100	98
COC(=O)c1ccc(C2C(C(=O)OCC(C)C)=C(C)N=C3SCCC(=O)N32)cc1 (stereo not given)	102	101
Oc1ccc2ccccc2c1/C=N/c1nc2c(s1)CCCC2	99	102
CC(=O)N(C)c1ccc(NC(=O)Nc2ccccc2C)cc1	98	96

The main list resumes, starting two compounds before the break.
Bim-Bcl-B	Bim-Bcl-W	Bim-Bcl-2	Rac1 wt GTP bind	Bim-Bfl-1	Rab7 wt GTP bind	canonical_smiles	HRas wt GTP bind	Rac1 mut GTP	Rab2A wt mod	Cdc42 wt	Bcl-XL Bim block
0	-2	0	105	-1	101	O=C(Nc1cc([N+](=O)[O-])ccc1Cl)C1CC1	101	99	101	102	-3
-7	-2	-10	96	-11	94	O=C(c1ccco1)N1CCN(C2CC(=O)N(c3ccccc3)C2=O)CC1 (stereo not given)	97	92	94	97	-3
-11	3	-11	109	-11	105	CCOC(=O)c1[nH]c(CSc2nnnn2-c2ccccc2C)c(C(=O)OCC)c1C	104	104	103	105	-6
0	1	1	107	-5	107	CN1CCN(C(=S)c2cn(Cc3ccc(Br)cc3)c3ccccc23)CC1	102	97	103	102	-1
-3	0	-3	103	0	100	O=C(CSc1nnc(-c2ccncc2)n1Cc1ccco1)OC1CCCCC1	101	99	101	105	-3
-4	-1	-2	95	-5	94	NC(=O)C1(N2CCCCC2)CCN(c2ccc3nnc(-c4ccccc4)n3n2)CC1	94	96	93	96	-4
-2	-2	-1	87	-6	97	COc1ccc(CNC(=O)COC(=O)/C=C/c2cccc(Br)c2)cc1OC	92	84	88	87	-2
-29	0	0	96	8	93	Cc1ccc(-n2c(CNc3cccc(Cl)c3)n[nH]c2=S)cc1	92	93	93	94	-12
-1	0	-1	101	-2	103	CN1C(=O)C2(c3ccccc31)N(C)CC(c1ccccn1)C21SC(=S)N(Cc2ccco2)C1=O (stereo not given)	103	100	102	101	-1
-1	-2	-2	100	-1	104	CCC(C)(C)n1nnnc1CN(Cc1cc2cc(OC)c(OC)cc2[nH]c1=O)C1CCCC1	103	99	102	102	-1
-2	1	-2	102	-2	95	CCOc1ccc2[nH]c(=O)c(CN(Cc3ccccc3OC)C(=O)c3ccccc3)cc2c1	98	98	96	99	1
-1	1	0	99	-2	92	COc1ccc(C(=O)Nc2ccc(-c3nnn(CC(=O)N4CCN(C(=O)c5ccco5)CC4)n3)cc2)cc1	94	96	92	95	1
0	0	0	96	0	98	Cc1ccc(CCNC(=O)NC(C)(C)C)cc1	99	96	99	99	0
-2	0	-1	96	-3	97	Cc1ccc(N=C2SC(C(=O)NCCc3ccccc3)CC(=O)N2C)cc1C (stereo not given)	94	96	97	96	0
-7	0	-7	99	-12	98	Clc1ccc(-c2noc(CCCc3ccccc3)n2)cc1	97	95	98	99	-7
-5	0	-1	100	-4	95	CCOC(=O)c1sc(=S)n(Cc2ccccc2)c1N	97	98	97	99	-5
0	0	-1	97	0	99	Cc1oc(C(C)(C)C)cc1C(=O)Nc1ccc(C(=O)O)cc1	99	94	100	100	-1
-6	-4	-1	97	-5	90	COCCNC(=O)CSc1c2c(nc3ccc(Cl)cc13)CCCC2	93	97	94	94	-2
-2	-1	-2	108	4	100	O=C(/C=C/c1cc([N+](=O)[O-])ccc1OC(F)F)Nc1ccc(OC(F)F)cc1	102	98	104	103	0
-9	-2	-10	104	-14	93	Cc1cccc(N2CCN(C(=O)CC(NC(=O)c3ccccc3Cl)c3ccccc3)CC2)c1C (stereo not given)	96	100	94	101	-9
-5	-6	-5	106	-4	99	O=C(Nc1nnc(SCc2ccc(Cl)cc2)s1)C1CCCO1 (stereo not given)	102	101	100	103	-5
-4	-7	-4	102	-3	95	Cc1cc(C)nc(N2CCC(C(=O)NCc3ccccc3)CC2)n1	100	99	98	100	-7

Part of the list above, as a markdown table.
| molecule | Bim-Bcl-B | Bim-Bcl-W | Bim-Bcl-2 | Rac1 wt GTP bind | Bim-Bfl-1 | Rab7 wt GTP bind | HRas wt GTP bind | Rac1 mut GTP | Rab2A wt mod | Cdc42 wt | Bcl-XL Bim block |
| --- | --- | --- | --- | --- | --- | --- | --- | --- | --- | --- | --- |
| CCOc1ccc2[nH]c(=O)c(CN(Cc3ccccc3OC)C(=O)c3ccccc3)cc2c1 | -2 | 1 | -2 | 102 | -2 | 95 | 98 | 98 | 96 | 99 | 1 |
| COc1ccc(C(=O)Nc2ccc(-c3nnn(CC(=O)N4CCN(C(=O)c5ccco5)CC4)n3)cc2)cc1 | -1 | 1 | 0 | 99 | -2 | 92 | 94 | 96 | 92 | 95 | 1 |
| Cc1ccc(CCNC(=O)NC(C)(C)C)cc1 | 0 | 0 | 0 | 96 | 0 | 98 | 99 | 96 | 99 | 99 | 0 |
| Cc1ccc(N=C2SC(C(=O)NCCc3ccccc3)CC(=O)N2C)cc1C (stereo not given) | -2 | 0 | -1 | 96 | -3 | 97 | 94 | 96 | 97 | 96 | 0 |

Full records, looked up by structure. Order of screens: Bim-Bcl-B	Bim-Bcl-W	Bim-Bcl-2	Rac1 wt GTP bind	Bim-Bfl-1	Rab7 wt GTP bind	HRas wt GTP bind	Rac1 mut GTP	Rab2A wt mod	Cdc42 wt	Bcl-XL Bim block
Record of `Clc1ccc(-c2noc(CCCc3ccccc3)n2)cc1` : -7	0	-7	99	-12	98	97	95	98	99	-7
Record of `COc1ccc(C(=O)Nc2ccc(-c3nnn(CC(=O)N4CCN(C(=O)c5ccco5)CC4)n3)cc2)cc1` : -1	1	0	99	-2	92	94	96	92	95	1

Source: PubChem BioAssay (NMMLSC)
